# Insulin prom up = MIN6 insulin promoter up-regulation | MIN6 insulin promoter-GFP reporter, high-content imaging; active compounds read high | z-score at 5 µM | 0.3% of 190,000 active;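 active = z-score above 3 at 5 µM with at least 500 cells counted in the well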
# MT stabilizer = microtubule stabilization, imaging screen; % tubulin-high responders, % at 10 µM; HeLa tubulin immunostaining HCS, 24 h; share of cells brighter than vehicle mean+2SD; AID 2205; 0.83% of 200,000 active;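 active = plate Z-score above 3 for both tubulin-high and condensed-nucleus cell shares, with cell loss under 80%, at 10 µM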;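 also: anti alpha tubulin signal scored within the nucleus-defined area of each cell; some results filed as inactive read as strong as hits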
# Autophagy mod = alters autophagy in cells; MEF GFP-LC3 puncta imaging; test concentration mostly 10 µM; calls only at 10 µM (by protocol); 0.98% of 190,000 active;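 active = percentage of spot-positive cells more than 3 SD above its plate mean, without a fluorescence outlier flag or 80% toxicity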;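 also: spot-positive cell cutoff set from DMSO-treated cells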
# human PMI inhibition = MPI enzyme activity inhibition – biochemical, fluorescence intensity, coupled assay, primary screen (AID 1209). one-dose inhibition, % at 20 µM; IC50 in µM for titrated hits. purified PMI enzyme, coupled fluorescence intensity; higher % means a stronger effect. 0.42% of 190,000 active;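 also: plate controls were DMSO vehicle for no effect and wells lacking substrate for full effect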
# WT yeast gro inh = growth inhibition of WT yeast, mitochondrial fusion screen; 2.1% of 190,000 active; mitochondrial fusion phenotypic screen, WT strain; inhibition, % at 10 µM; in the data active = inhibition above about 58%; tested in S. cerevisiae
# b-catenin transl = alters nuclear translocation of beta-catenin in HeLa cells | nuclear translocation activity, % at 5 µM | 0.3% of 190,000 active | immunofluorescence imaging;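 active = nuclear translocation activity above 50% at 5 µM, with a well cell count of 50 or more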;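 also: per-cell ratio of nuclear to cytoplasmic median beta-catenin stain intensity; plate controls were DMSO negative control for no effect and GSK-3 inhibitor IX positive control for full effect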
#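 Test system: human HeLa cell line; Doses: 5 µM primary, 0.02–20 µM confirmation; Incubation: 24 h compound exposure, 37°C; Detection: beta-catenin immunofluorescence imaging with DAPI; Read-out: beta-catenin nuclear/cytoplasmic ratio, % activation.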
# Yfh1-off respiration = mitochondrial function rescue without frataxin homolog – Friedreich's ataxia, plus single-dose screen, dose response (AID 1465). S. cerevisiae Yfh1-off respiration, WST-1 reduction, 72 h; higher fold induction means a stronger effect. fold induction at 50 µM; hits with a dose series show EC50 in µM. 0.074% of 220,000 active;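 active = fold induction of absorbance versus untreated yeast above a set limit, then at least 30% activation at any dose in follow-up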;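 also: activators that raise dye reduction in frataxin-depleted yeast; strong numbers were not always called active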
# Dynein cargo inh = dynein cargo transport inhibition; 3617.4 mouse cells, GR-EGFP nuclear translocation imaging; test concentration mostly 20 µM; stimulated with dexamethasone, 1 µM; active compounds read low; z-score, hits read low; 0.47% of 220,000 active; AID 1381;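 active = plate z-score of nuclear minus cytoplasmic receptor signal below a set negative limit, without overly bright fluorescence or cell loss, cut at about -3.5 in these data, passing the limit was not always enough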;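 also: z-score of nuclear minus cytoplasmic ring GR-EGFP intensity difference per well; some compounds called inactive have numbers as strong as hits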
#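 Schedule: 48 h induction, then 1 h compound, then 30 min agonist, 37 °C. Buffer or medium: tetracycline-free induction medium containing charcoal-stripped FBS. Reagent: 1.0 µM final dexamethasone stimulus. Evaluation: nuclear versus cytoplasmic GR-EGFP signal, averaged per well. Signal: high-content fluorescence imaging after fixation.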
# PMI inhibition = human PMI inhibitors, high substrate, primary screen, biochemical, fluorescence intensity, high mannose 6-phosphate (AID 1220); recombinant PMI enzyme, coupled fluorescence intensity; higher % means a stronger effect; 0.66% of 190,000 active; inhibition, % at 20 µM; hits with a dose series show IC50 in µM
# WT yeast gro inh mutant strain = recorded beside WT yeast gro inh, whose call it bears; inhibition, %; mitochondrial fusion phenotypic screen, mutant strain inhibition
# Dynein cargo inh cytoplasmic EGFP = also measured in Dynein cargo inh; calls as there; z-score; measured here: cytoplasmic GR-EGFP intensity; active compounds read high
# Dynein cargo inh nuclear GR-EGFP = also measured in Dynein cargo inh; calls as there; z-score; measured here: nuclear GR-EGFP intensity;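 lower value marks the stronger effect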
# Dynein cargo inh cell count = second read-out of Dynein cargo inh, no call of its own (marks repeat the call); z-score; measured here: cell count per field
# Insulin prom up cell count = further read-out of Insulin prom up, marked with its call; cell count; measured here: cytotoxicity, nuclei count;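 total cells summed across four imaged fields per well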
# b-catenin transl cell count 5 µM = also measured in b-catenin transl; calls as there; cell count; measured here: cell count, cytotoxicity flag
# MT stabilizer Hoechst-high % = further read-out of MT stabilizer, marked with its call; % Hoechst-high responders; measured here: nuclear condensation Hoechst responders;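 share of cells brighter than vehicle mean plus two SD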
# MT stabilizer cytotoxicity % = further read-out of MT stabilizer, marked with its call; toxicity, %; measured here: cytotoxicity by cell density;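 0% = mean cell density of plate MIN control wells and 100% = no cells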
# Autophagy mod cell loss 18 h = second read-out of Autophagy mod, no call of its own (marks repeat the call); toxicity, %; measured here: cell loss, nuclei count;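 cell loss after 18 h compound exposure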
# The depositor's hits bear a star; i = inactive; / = not tested or not shown. Rule as the data show it, unless noted: active = inhibition above about 50%; inactive = the rest.
SMILES,Insulin prom up,Insulin prom up cell count,MT stabilizer,MT stabilizer Hoechst-high %,MT stabilizer cytotoxicity %,Autophagy mod,Autophagy mod cell loss 18 h,human PMI inhibition,WT yeast gro inh,WT yeast gro inh mutant strain,b-catenin transl,b-catenin transl cell count 5 µM,Yfh1-off respiration,Dynein cargo inh,Dynein cargo inh cytoplasmic EGFP,Dynein cargo inh nuclear GR-EGFP,Dynein cargo inh cell count,PMI inhibition
O=C(COc1ccc(Cl)cc1)NCc1nnc(SCC(=O)Nc2ccc(F)cc2F)o1,/,/,2.8,1.2,4.5,i,1,-7%,-2,4,0.4,1059,i,-0.82,-0.33,-0.34,0.99,-2%
CCOC(=O)C1=NOC(CNC(=O)c2c(-c3ccccc3Cl)noc2C)C1 (stereo unspecified),1.2,1977,1.3,2.1,4.3,i,-7,9%,-3,3,-1.4,1113,i,0.11,0.48,-0.35,0.2,10%
Cc1ccc(NC(=O)COC(=O)CCC(=O)c2cccs2)cc1,0.3,1400,2.0,1.7,6.1,i,-18,-6%,-5,0,-3.6,522,i,-0.24,-0.32,-0.51,0.87,-4%
O=C(Nc1ccc(N2CCOCC2)cc1)Nc1ccc2nsnc2c1,-0.33,1524,2.4,2.1,5.1,i,-2,/,0,16,0.6,1562,i,0.15,-0.3,0.092,-0.18,/
N#Cc1ccc2ccn(CC(=O)NCc3ccccc3)c2c1,1.9,1232,8.7,3.0,6.1,i,4,15%,54,-8,/,/,i,1.7,0.74,1.2,3.6,14%
N#Cc1ccc(C(=O)OCC(=O)Nc2ccc(N3CCOCC3)cc2)cc1,0.84,1346,2.1,1.7,0.1,i,0,-16%,1,-7,-5.8,1027,i,0.93,-0.15,0.61,0.36,-1%
C=CCSc1nc(-c2ccc(OC)cc2)c(C#N)c(=O)n1CC=C,-1.3,1261,6.7,3.6,3.9,i,7,8%,18,29,-5.2,1183,i,-1.7,-0.29,-0.51,1.4,4%
CNC(=O)CCC(=O)Nc1ccc(C(=O)OC)cc1,-0.98,1214,3.6,3.8,3.0,i,10,11%,-15,-9,/,/,i,-1.1,-0.28,-0.44,0.79,4%
CN(C)S(=O)(=O)c1ccc(Cl)c(NC(=O)COC(=O)C2CCCO2)c1 (stereo unspecified),0.02,1089,/,/,/,/,/,/,/,/,-0.2,1304,i,-0.91,-0.81,-0.72,0.52,/
O=C(N/N=C/c1cccc(Cl)c1Cl)Nc1ccccc1,/,/,1.1,1.3,3.1,i,-3,-2%,4,-33,-3.1,1207,i,0.59,-0.15,0.29,-0.41,-2%
CCN(C(=O)CSc1nc2c(cnn2-c2ccccc2)c(=O)[nH]1)C1CCS(=O)(=O)C1 (stereo unspecified),/,/,3.5,2.5,3.0,i,-9,0%,-21,-6,-1.2,933,i,-0.49,-0.3,-0.38,0.72,-9%
CC(C)=C1C2CCC1C1C(=O)N(NC(=O)COc3ccc(Cl)c(C)c3)C(=O)C21 (stereo unspecified),0.05,822,2.1,0.5,4.4,i,-6,2%,24,-9,2.7,1117,i,-0.39,-0.26,-0.032,0.83,-3%
CN1C2C=C3C(C#N)=C(N)C(C#N)(C#N)[C@@H](c4cccc(F)c4)[C@@H]3C1CC2 (stereo partly specified),-0.53,1227,3.9,1.9,3.5,i,2,-13%,20,12,-1.2,1418,i,1.7,0.21,0.4,-0.4,11%
COC(=O)C1=C(C)N(C(C)C)C(=O)C1(NC(C)=O)C(F)(F)F (stereo unspecified),0.12,955,1.6,1.3,4.7,i,2,11%,7,9,/,/,i,0.19,-0.0029,0.46,-0.82,0%
O=S(=O)(c1ccc(N2CCOCC2)cc1)N1CCOCC1,-0.25,1286,4.1,2.3,8.2,i,-4,11%,13,12,-5.0,1271,i,1.5,-0.24,0.76,-1.4,4%
CC(C)CSC1=NSC2=NC(=O)/C(=C\c3cccs3)C(=N)N12,0.63,1016,1.7,2.2,5.6,i,-7,2%,11,5,-1.1,530,i,-0.39,-0.32,-0.52,0.69,8%
Cc1cc(=S)c2cccc(C)c2[nH]1,0.26,1491,1.5,2.3,3.8,i,6,-72%,54,6,0.5,1016,i,-0.6,-0.15,-0.36,0.15,-170%
C[C@@H]1CC=C[C@H]2[C@H]1C(=O)N(Cc1ccccc1)[C@H]2c1ccc2ccccc2c1Br,-0.92,869,/,/,/,/,/,/,/,/,-1.9,1382,i,-0.38,-0.76,-0.27,0.35,/
COc1ccc(F)cc1C(=O)C1CCCN(C(=O)Cc2c(C)noc2C)C1 (stereo unspecified),-1.1,1408,2.9,2.0,6.7,i,-35,-12%,12,-22,0.4,1015,i,-0.26,-0.3,-0.08,0.23,-32%
Cc1ccc(C(=O)N2CCC3(CC2)Oc2ccc(Cl)cc2C(=O)C32CC(c3ccc(Cl)cc3)=NO2)s1 (stereo unspecified),0.22,819,/,/,/,/,/,/,/,/,-2.3,1298,i,-0.71,-0.75,-0.17,0.34,/
CC(NC(=O)C1CCCN1S(=O)(=O)c1ccc2c(c1)n(C)c(=O)c(=O)n2C)c1ccccc1 (stereo unspecified),-0.24,1103,/,/,/,/,/,/,/,/,-1.7,1319,i,-0.57,-0.19,-0.17,0.58,/
O=C(Nc1nnc(CC(=O)N2CCOCC2)s1)C1COc2ccccc2O1 (stereo unspecified),-0.05,1380,3.4,2.7,8.6,i,1,3%,7,6,-1.5,1130,i,0.19,-0.25,-0.063,0.23,8%
O=C1CCC(=O)N1c1cccc(-c2nc3ccccc3o2)c1,0.33,845,2.5,4.0,11,i,-10,16%,9,1,/,/,i,-1.1,-0.26,-0.63,0.8,12%
O=C(/C=C/c1ccco1)NCC1OCCc2ccccc21 (stereo unspecified),0.02,1080,/,/,/,/,/,/,/,/,0.0,1382,i,-1.2,-0.21,-0.022,0.27,/
COc1ccc(CCNC(=S)N2CCC(C(=O)c3ccc(F)cc3)CC2)cc1OC,-0.31,1148,4.2,2.3,3.1,i,-8,4%,4,-36,1.5,993,i,0.4,-0.16,-0.039,0.76,2%
CC1CC1C(=O)OCC(=O)NCc1ccc(Cl)cc1 (stereo unspecified),-0.15,965,2.0,1.6,6.2,i,1,-4%,4,12,-6.9,1206,i,0.66,-0.13,0.82,-0.33,-3%
CCN(CC)C(=S)SCC(=O)c1ccc(F)cc1,-0.05,1555,1.7,1.4,7.4,i,-2,2%,-22,-11,-0.3,1331,i,-0.27,-0.15,-0.23,0.34,16%
Nc1ccc(C(=O)OCc2csc(-c3ccccc3)n2)cc1[N+](=O)[O-],0.23,1298,5.3,1.5,3.3,i,0,2%,-4,-8,-0.2,928,i,-0.48,-0.29,-0.5,0.52,-16%
CCC(C)N=C1SCC(C)(/C=N/O)S1 (stereo unspecified),1.7,1245,2.4,0.1,21,i,-1,14%,-10,-4,/,/,i,-1,-0.23,-0.4,0.69,14%
CC(=O)Nc1ccc(NC(=S)NC(=O)c2cc3ccccc3o2)cc1,0.07,1315,1.3,1.7,2.6,i,7,-3%,15,17,/,/,i,-0.34,-0.34,-0.52,0.28,-5%
COC(=O)C1=C(C(=O)OC)[C@@H]2N(Cc3ccccc3)c3ccccc3[C@@]23C[C@@H](C(=O)OC)N(C(=O)c2cccs2)C3=N1,1.1,873,/,/,/,/,/,/,/,/,-1.2,1109,i,0.85,-0.74,0.34,-0.25,/
Cc1c(C(=O)NCc2ccc3c(c2)cc(C)n3C)cccc1[N+](=O)[O-],0.22,1136,6.3,1.7,13,i,1,6%,5,-25,2.7,523,i,0.8,-0.08,1.6,-1.2,21%
O=C(Nc1ccccc1)c1cnc2ccccc2n1,0.04,1261,1.5,2.1,5.3,i,26,7%,7,9,-2.3,532,i,-0.93,-0.32,-0.79,1.1,7%
COc1cc2[nH]c(=S)nc(NCc3cccs3)c2cc1OC,0.64,1236,4.2,3.0,0.3,i,-23,0%,4,5,-0.3,1196,i,-1,-0.29,-0.41,1,8%
CCOC(=O)CCC(=O)Nc1ccccc1C(N)=O,0.04,815,5.1,3.8,6.3,i,-13,-1%,-10,-22,-5.6,1223,i,0.64,-0.32,0.49,-0.34,-6%
COc1ccc(C2=CC(c3ccc(OC)c(OC)c3)n3nnnc3N2)c(OC)c1 (stereo unspecified),-3,945,3.0,1.7,1.1,i,8,6%,16,10,0.8,1161,i,-0.79,-0.16,-0.45,0.14,4%
CC(Oc1ccc(Cl)cc1Cl)C(=O)NN=C1CCN(C)CC1 (stereo unspecified),1.1,1280,1.0,3.3,6.5,i,-6,4%,-2,-14,/,/,i,-0.56,-0.33,-0.42,0.47,1%
